Bioassay records deposited in PubChem by several laboratories.
Candida biofilm: clotrimazole potentiators killing Candida biofilms, primary screen, with clotrimazole, Alamar Blue; C. albicans biofilm + clotrimazole; inhibition, % at 6 µM; 0.14% of 85,000 active; AID 834, 2007;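 active = inhibition above 20%; inactive = inhibition below 20%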;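 note: preformed 24 hr biofilms exposed to compound for 48 hr; 0% = biofilm without compound and 100% = blank killed by clotrimazole plus chlorhexidine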
sEH act: soluble epoxide hydrolase activators, primary screen, biochemical, human sEH | Bifunctional epoxide hydrolase 2 (Homo sapiens), P34913 | purified human sEH enzymatic activity, activator screen | activation, % at 2 µM | 0.04% of 91,000 active | AID 717, 2007; in the data active = activation above about 37%; note: values of inactives mirror those of a sister screen read the other way
Smad3 FoxH1 inh: Smad3/FoxH1 peptide binding inhibitors, primary screen, biochemical, TR-FRET; inhibition, % at 25 µM; 0.29% of 88,000 active; Mothers against decapentaplegic homolog 3 (Homo sapiens), P84022; AID 630, 2007; TR-FRET Smad3/Dy647-FoxH1 peptide binding, europium anti-His;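 active = compounds that reduce the energy-transfer binding signal between the protein and its labelled peptide by more than half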;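 note: 0% = Smad3 plus labelled peptide maximal FRET and 100% = peptide-only background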
Target sequence (P84022 whole entry, looked up): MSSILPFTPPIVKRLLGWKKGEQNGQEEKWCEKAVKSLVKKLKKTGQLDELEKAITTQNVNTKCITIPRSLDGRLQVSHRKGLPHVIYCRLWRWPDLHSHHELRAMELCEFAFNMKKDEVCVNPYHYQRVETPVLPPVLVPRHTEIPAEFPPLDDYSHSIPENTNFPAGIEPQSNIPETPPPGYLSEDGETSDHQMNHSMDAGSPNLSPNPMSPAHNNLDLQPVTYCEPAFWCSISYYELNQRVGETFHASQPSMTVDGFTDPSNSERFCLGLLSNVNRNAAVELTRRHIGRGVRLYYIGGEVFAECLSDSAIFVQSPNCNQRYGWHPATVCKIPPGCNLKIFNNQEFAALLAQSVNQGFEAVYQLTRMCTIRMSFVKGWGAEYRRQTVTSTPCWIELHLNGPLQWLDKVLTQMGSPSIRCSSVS
Mac1 fbg enh: enhancers of CD11b/CD18 adhesion to fibrinogen, primary screen, K562 cells, luminescence | Integrin beta-2 (Homo sapiens) + Integrin alpha-M (Homo sapiens), P05107+P11215 | ATPlite luminescence | activation, % at 10 µM | 0.07% of 93,000 active | AID 1499, 2009;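 active = 10 µM primary screen giving 50% or more activity, confirmed by 40% or more on retest at that dose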; note: strong numbers were not always called active; reference of the scale not given here
ERa coact pot: enhancers of ERα–SRC-1 coactivator binding, primary screen, biochemical, TR-FRET, ERα LBD, low estradiol; Estrogen receptor (Homo sapiens), P03372; TR-FRET ERalpha-LBD/SRC-Cy5 coactivator binding, 2 h; 100 = basal binding, no effect; coactivator binding (% of control), % at 25.6 µM; 1.3% of 86,000 active; in the data active = activity above about 200%;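 note: binding measured in presence of low estradiol as agonist stimulus; 0% = peptide alone without receptor and 100% = receptor with peptide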
Target sequence (P03372 whole entry, looked up, the tested form may be a part): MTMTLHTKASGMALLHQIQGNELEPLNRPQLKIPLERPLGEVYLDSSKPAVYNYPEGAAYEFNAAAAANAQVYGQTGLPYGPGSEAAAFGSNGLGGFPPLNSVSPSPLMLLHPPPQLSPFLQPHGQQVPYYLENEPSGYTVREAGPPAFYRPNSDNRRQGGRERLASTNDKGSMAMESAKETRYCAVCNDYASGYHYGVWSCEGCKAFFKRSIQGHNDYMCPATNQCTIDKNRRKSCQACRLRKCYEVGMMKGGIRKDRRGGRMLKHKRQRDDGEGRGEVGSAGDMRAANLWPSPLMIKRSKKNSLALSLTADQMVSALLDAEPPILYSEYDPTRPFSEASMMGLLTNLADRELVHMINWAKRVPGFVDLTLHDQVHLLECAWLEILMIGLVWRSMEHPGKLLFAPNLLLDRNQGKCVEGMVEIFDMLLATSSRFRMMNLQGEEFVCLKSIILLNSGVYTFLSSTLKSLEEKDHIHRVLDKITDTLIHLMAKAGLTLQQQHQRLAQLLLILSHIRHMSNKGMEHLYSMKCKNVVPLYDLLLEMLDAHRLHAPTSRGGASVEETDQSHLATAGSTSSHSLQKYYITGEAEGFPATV
CD11b adhes inh: inhibitors of CD11b/CD18 adhesion to fibrinogen, primary screen, K562 cells, luminescence | 0.54% of 93,000 active | Integrin beta-2 (Homo sapiens) + Integrin alpha-M (Homo sapiens), P05107+P11215 | inhibition, % at 10 µM | ATPlite luminescence; Mn2+ added to activate the integrin;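 active = primary inhibition of 50% or more at 10 µM, then 40% or more on retest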; note: some results filed as inactive read as strong as hits
ERb SRC1 inh: inhibitors of ERβ-SRC1 coactivator interaction, primary screen, biochemical, TR-FRET, ERβ LBD, SRC-1 peptide; Estrogen receptor beta (Homo sapiens), Q92731; TR-FRET ER-beta LBD / SRC1-Cy5 peptide binding; receptor agonist-loaded with 1 µM estradiol; inhibition, % at 25.6 µM; 1.3% of 86,000 active; AID 633, 2007;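 active = compounds whose percent inhibition of the receptor-coactivator binding signal exceeds about 50% in the single-dose screen, limit read from the data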;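 note: 0% = receptor plus peptide wells without compound and 100% = peptide-only wells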
sEH inh: soluble epoxide hydrolase inhibitors, primary screen, biochemical, human sEH; recombinant human sEH enzymatic activity assay; inhibition, % at 2 µM; 0.34% of 91,000 active; AID 707, 2007; in the data active = inhibition above about 80%; note: values of inactives mirror those of a sister screen read the other way; many of its hits are not listed in these tables
MT1-MMP txn act: MT1-MMP promoter reporter activation – cell-based, luciferase luminescence, primary screen. HT1080 MT1-MMP promoter luciferase reporter, overnight; stronger effect = higher value. activation factor at 10 µM. 0.16% of 86,000 active. AID 750, 2007;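 active = activation factor of at least 2 for MT1-MMP transcription at 10 µM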
An asterisk follows results filed as active; . = not tested or not shown; [ ] = remark or other dose. A portion of the library; the hit share may differ from the screen's.

SMILES | Candida biofilm | sEH act | Smad3 FoxH1 inh | Mac1 fbg enh | ERa coact pot | CD11b adhes inh | ERb SRC1 inh | sEH inh | MT1-MMP txn act
CCOC(=O)c1c(C)nc(C)c(C(=O)OCC)c1-c1ccc(OC)cc1 | . | 3 | . | -4 | . | -3 | . | -3 | .
NC(=O)C1(N2CCCCC2)CCN(C(=O)c2cccn3c(=O)c4cc(Cl)ccc4nc23)CC1 | 2 | 14 | 2 | 2 | 107 | 2 | -1[fluorescence artefact?] | -13 | 1.1
CC(=O)Nc1ccc(S(=O)(=O)NCc2ccc(C(=O)NC(C)c3ccccc3)cc2)cc1 (stereo unspecified) | 4 | -16 | 11 | 2 | 116 | -4 | 0[fluorescence artefact?] | 15 | 1
CCN(CC)CCn1c(=S)[nH]c2ccccc2c1=O | 5 | -6 | 10 | 2 | 90 | -6 | 5 | 6 | 1
O=C(CN1C(=O)CC(c2ccco2)Sc2ccccc21)NCc1ccc2c(c1)OCO2 (stereo unspecified) | . | 5 | . | -1 | . | 4 | . | -8 | 1.1
Cc1cccnc1NC(=O)CCCN1C(=O)c2ccccc2C1=O | 3 | -14 | 8[fluorescence artefact?] | -4 | 79[fluorescence artefact?] | -2 | -8 | 15 | 1.1
Nc1ccc2nc(-c3cc(Cl)c(N)c(Cl)c3)[nH]c2c1 | 7 | -3 | 22 | . | 4[fluorescence artefact?] | . | 47[fluorescence artefact?] | 6 | 1.8
COc1ccc(CCNc2nc(-c3ccco3)cc(C(F)(F)F)n2)cc1OC | -1 | . | -12 | . | 106 | . | 12[fluorescence artefact?] | . | 1.1
S=C(c1ccc(-c2ccc(Cl)cc2Cl)o1)N1CCCCC1 | . | -1 | . | -5 | . | 47 | . | -2 | .
CCN(CCCNC(=O)C1CCCN(S(=O)(=O)CC)C1)c1cccc(C)c1 (stereo unspecified) | 0 | -78 | 4 | -1 | 105 | 7 | -6 | 78 | 1.1
COCCNC(=O)C(c1cccs1)N(C(=O)Cn1nnc2ccccc21)c1cccc(C)c1 (stereo unspecified) | 4 | -2 | 2 | 1 | 110 | 32 | -4 | 0 | 1.1
CC1(C(=O)NCc2cccnc2)CCC(=O)N1Cc1cccs1 (stereo unspecified) | -1 | . | -6 | 0 | 97 | 1 | 13 | . | 1.1
O=C(NCCCn1ccnc1)C1CC(c2cccc(Br)c2)=NO1 (stereo unspecified) | 0 | 0 | -3 | 1 | 113 | -13 | -6 | -1 | 1.2
C=COCCNC(=O)Nc1ccc(Cl)cc1Cl | 8 | -6 | -9 | 7 | 103 | -7 | 16 | 10 | 1.4
N#Cc1ccc(-n2c(-c3ccccc3)nnc2-c2ccccc2)cc1C#N | 4 | 6 | 16 | . | 136 | . | -11[fluorescence artefact?] | -5 | 1.2
CCOC(=O)c1c(NC(=O)CN2CCOCC2)sc2c1CCCC2=O | 7 | . | 8 | -1 | 123[fluorescence artefact?] | 2 | -1[fluorescence artefact?] | . | 1.1
O=C(NCCSc1ccccc1)c1ccccc1 | . | -21 | . | 1 | . | -2 | . | 21 | 1
O=c1[nH]c2ccc(Br)cc2c(-c2ccccc2)c1N1CCOCC1 | 2 | 8 | 6 | 1 | 429*[fluorescence artefact?] | -13 | 19[fluorescence artefact?] | -8 | 1.1
CCN1C(=O)N(c2ccc(Cl)cc2)C(C)=CC1(C)C | 8 | 3 | -5 | 2 | 114 | -2 | -1 | 0 | 1.2
Cc1ccc(N2CCN(C(=O)c3ccccc3)CC2)c(C)c1 | -6 | -5 | -6 | 10 | 109 | -21 | 2 | 9 | 1

Filtered by structure: those above containing bromine
SMILES | Candida biofilm | sEH act | Smad3 FoxH1 inh | Mac1 fbg enh | ERa coact pot | CD11b adhes inh | ERb SRC1 inh | sEH inh | MT1-MMP txn act
O=C(NCCCn1ccnc1)C1CC(c2cccc(Br)c2)=NO1 (stereo unspecified) | 0 | 0 | -3 | 1 | 113 | -13 | -6 | -1 | 1.2
O=c1[nH]c2ccc(Br)cc2c(-c2ccccc2)c1N1CCOCC1 | 2 | 8 | 6 | 1 | 429*[fluorescence artefact?] | -13 | 19[fluorescence artefact?] | -8 | 1.1

Next entries follow:
SMILES | Candida biofilm | sEH act | Smad3 FoxH1 inh | Mac1 fbg enh | ERa coact pot | CD11b adhes inh | ERb SRC1 inh | sEH inh | MT1-MMP txn act
C=CCSc1nnc(-c2c[nH]c3ccccc23)n1CCOC | -1 | -6 | 7 | -7 | 97 | 4 | 4 | 6 | 1.3
CCOc1ccc(/C(O)=C2/C(=O)C(=O)N(CC3CCCO3)C2c2ccc(C)o2)cc1 (stereo unspecified) | -2 | 1 | 11 | 10 | 107 | 5 | -4 | -1 | 1.1
O=C(CSc1nc(-c2ccco2)cc(C(F)(F)F)n1)NCc1cccs1 | . | -17 | . | -7 | . | -1 | . | 19 | 1.2
CC(CO)N1CCS(=O)(=O)CC1 (stereo unspecified) | 6 | -8 | -3 | -2 | 98 | -1 | -15 | 6 | 1.2
CS(=O)(=O)N1CCC(C(=O)NCCc2ccccc2)CC1 | 2 | -2 | 0 | -3 | 104[fluorescence artefact?] | -33 | -3[fluorescence artefact?] | 0 | 1.4
COCCNC(=O)CN(Cc1ccc(Cl)cc1)S(C)(=O)=O | 2 | -2 | 13[fluorescence artefact?] | -2 | 106[fluorescence artefact?] | 13 | 13 | 0 | 1.1
Cn1c(SCc2ccc3c(c2)OCO3)nnc1-c1ccccc1 | 4 | 2 | 4 | 0 | 96 | -8 | -2 | -4 | 1.4
CCOC(=O)C1CCN(c2c([N+](=O)[O-])c(C(Cl)Cl)nn2-c2ccccc2)CC1 | . | -5 | . | -3 | . | 1 | . | 3 | .
O=P(O)(O)CCP(=O)(c1ccccc1)c1ccccc1 | 4 | 4 | 12[fluorescence artefact?] | 4 | 114 | -6 | 0 | -4 | 1.2
Cn1c(C(=O)NCC2CCCO2)cc2c(=O)n(C)c3ccccc3c21 (stereo unspecified) | 1 | . | 5 | -6 | 99 | -6 | -4 | . | 1.1
COC(=O)C1C2C=CC3(CN(c4cccc(C)c4)C(=O)C13)O2 (stereo unspecified) | . | -8 | -3 | -2 | 59 | -18 | 26 | 11 | 1.2
O=C(NCCc1csc(-c2cccnc2)n1)c1ccccc1 | 0 | -14 | -12 | 4 | 131 | -19 | -4 | 13 | .
C=CCN(C(=O)Cn1nnc2ccccc21)C(C(=O)NCCOC)c1ccc(OC)cc1OC (stereo unspecified) | 5 | 6 | 5 | -3 | 117 | 4 | -2 | -7 | 0.9
CCc1ccc(OCC(=O)N(C)C2CCS(=O)(=O)C2)cc1 (stereo unspecified) | 2 | 3 | -3 | 2 | 106 | 17 | -6[fluorescence artefact?] | -3 | 1.2
CCOc1ccc(C2C(C(=O)c3ccco3)=C(O)C(=O)N2Cc2cccnc2)cc1OC (stereo unspecified) | 5 | -1 | -11 | 7 | 90 | -15 | -1[fluorescence artefact?] | 0 | 1
CCOC(=O)c1ccc(NC(=O)Nc2ccc(OC)c(OC)c2)cc1 | 4 | -27 | 8 | -3 | 103 | 0 | -14 | 28 | 1
CC(=O)N1CCN(C(=O)CCc2nc3sc4c(c3c(=O)[nH]2)CCCC4)CC1 | 10 | . | -1 | 0 | 94[fluorescence artefact?] | 5 | 11 | . | 1.1
COc1ccccc1CNC(=O)CCC(=O)Nc1nnc(C)s1 | 3 | . | 5 | 1 | 96 | -10 | -2[fluorescence artefact?] | . | 1.2
CCN(CC)CCN(Cc1cc2cc3c(cc2[nH]c1=O)OCCO3)C(=O)NC1CCCCC1 | -3 | -80 | 3 | 0 | 106[fluorescence artefact?] | -1 | 1 | 80 | 1.3
Clc1ccc(Cn2ncc3c(NCc4ccco4)ncnc32)c(Cl)c1 | 5 | -3 | -6 | -7 | 77 | 13 | 14[fluorescence artefact?] | 1 | 1.1

An excerpt from above in order of molecular weight, lowest first:
SMILES | Candida biofilm | sEH act | Smad3 FoxH1 inh | Mac1 fbg enh | ERa coact pot | CD11b adhes inh | ERb SRC1 inh | sEH inh | MT1-MMP txn act
COC(=O)C1C2C=CC3(CN(c4cccc(C)c4)C(=O)C13)O2 (stereo unspecified) | . | -8 | -3 | -2 | 59 | -18 | 26 | 11 | 1.2
C=CCSc1nnc(-c2c[nH]c3ccccc23)n1CCOC | -1 | -6 | 7 | -7 | 97 | 4 | 4 | 6 | 1.3
COc1ccccc1CNC(=O)CCC(=O)Nc1nnc(C)s1 | 3 | . | 5 | 1 | 96 | -10 | -2[fluorescence artefact?] | . | 1.2

Additional records:
SMILES | Candida biofilm | sEH act | Smad3 FoxH1 inh | Mac1 fbg enh | ERa coact pot | CD11b adhes inh | ERb SRC1 inh | sEH inh | MT1-MMP txn act
COC(=O)c1ccccc1N(Cc1ccccc1)S(C)(=O)=O | 1 | 15 | -7 | 0 | 134[fluorescence artefact?] | -5 | -2 | -14 | 1.1
COc1cc(NC(=O)NCc2ccncc2)cc(OC)c1OC | 3 | 16 | 11 | 1 | 133 | -18 | -8[fluorescence artefact?] | -15 | 0.9
CCCCOc1ccc(C)cc1CN(CCO)CCO | 3 | 6 | 5 | 1 | 149 | -18 | -5 | -3 | 1.2
c1ccc(-c2cccc(-c3ccccn3)n2)nc1 | 10 | -4 | 6 | 4 | 94 | -16 | -4 | 5 | 0.6
COc1cc(OC)cc(-n2nc(C(=O)N3CC(C)CC(C)C3)c3ccccc3c2=O)c1 (stereo unspecified) | 0 | -12 | -2 | . | 106 | . | -8 | 14 | 0.9
Cc1nc(-c2ccccc2)sc1C(=O)CSc1ccccc1 | . | 10 | . | 8 | . | 5 | . | -8 | .
Cn1c(C(=O)NCCN2CCCCCC2)cc2c(=O)n(C)c3ccccc3c21 | -1 | -5 | 4 | 14 | 178[fluorescence artefact?] | 0 | 35 | 4 | 1.1
CCCCCCC(=O)Nc1nc(C)c(-c2csc(Nc3cccc(OC)c3)n2)s1 | . | -65 | . | 12 | . | 0 | . | 65 | .
COc1ccc(C2CC(c3cccs3)=Nc3ccccc3S2)cc1OC (stereo unspecified) | 3 | 19 | -18 | . | 95[fluorescence artefact?] | . | 7[fluorescence artefact?] | -19 | 1.6
C/C(=N\NC(=O)Cc1cccn1C)c1ccc2ccccc2c1 | -5 | -1 | -8 | -1 | 83 | -44 | 24[fluorescence artefact?] | 2 | 1.1
c1csc(-c2nn3c(Cn4cnc5ccccc54)nnc3s2)c1 | 1 | -8 | -3 | . | 81 | . | -4 | 10 | 1.1
O=C(NCc1ccccc1)c1nc2c(nnn2Cc2cccc(Cl)c2)c(=O)[nH]1 | 2 | 1 | 12 | . | 93[fluorescence artefact?] | . | -9 | -2 | 1.2
